CHO-K1 Ca ag = counter-screen for M1 agonists: effect in parental CHO-K1 cells; Fluo-8 calcium fluorescence; scaled to maximal ATP response, vehicle zero; activation, % at 3 µM; hit rate 0.48% among 360,000; in the data active = activation above about 15%;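 also: untransfected CHO-K1 host cells lacking M1 receptor as counterscreen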
M1 ag = human M1 muscarinic receptor agonists, primary screen, Fluo-8 calcium fluorescence, CHO-K1 cells, HTS | Muscarinic acetylcholine receptor M1 (Homo sapiens), P11229 | CHO-K1 hM1, agonist mode; 0% DMSO, 100% acetylcholine EC100 | activation, % at 3 µM | hit rate 0.33% among 360,000 | AID 588814, 2011;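 active = activation above the run's mean compound activation plus 3 SD, cut at about 16% in these data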;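 also: peak over basal fluorescence ratio within a 140 s kinetic read after compound addition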
Target sequence (P11229 whole entry, looked up): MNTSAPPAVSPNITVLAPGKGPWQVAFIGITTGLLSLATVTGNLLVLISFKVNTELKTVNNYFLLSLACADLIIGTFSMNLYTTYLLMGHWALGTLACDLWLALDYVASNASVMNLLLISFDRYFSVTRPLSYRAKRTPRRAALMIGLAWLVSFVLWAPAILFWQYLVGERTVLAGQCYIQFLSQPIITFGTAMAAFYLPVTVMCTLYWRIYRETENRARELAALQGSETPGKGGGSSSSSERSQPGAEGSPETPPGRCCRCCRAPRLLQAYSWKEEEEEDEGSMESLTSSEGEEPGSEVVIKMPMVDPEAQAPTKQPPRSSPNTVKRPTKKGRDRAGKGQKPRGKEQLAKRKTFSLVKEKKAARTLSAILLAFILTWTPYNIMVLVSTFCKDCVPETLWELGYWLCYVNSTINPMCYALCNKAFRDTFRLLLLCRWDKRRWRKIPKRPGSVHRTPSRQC
CHRM1 antagonist = human M1 muscarinic receptor antagonists, primary screen, CHO-K1 cells, Fluo-8 calcium fluorescence, 1536-well; CHO-K1 hM1, ACh EC80 antagonist; inhibition, % at 3 µM; hit rate 1.3% among 360,000;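 active = percent inhibition above its own plate's cutoff, namely the mean of that plate's compound wells plus 3 SD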;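 also: peak over basal fluorescence ratio during 140 s after agonist addition; 0% = ACh EC80 plus DMSO and 100% = DMSO alone without agonist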
CHRM1 PAM = human M1 muscarinic receptor positive allosteric modulators, primary screen, CHO-K1 cells, Fluo-8 calcium fluorescence, 1536-well | Muscarinic acetylcholine receptor M1 (Homo sapiens), P11229 | activation, % at 3 µM | hit rate 0.088% among 360,000 | CHO-K1 hM1, ACh EC20; 0% = ACh EC20, 100% = maximal ACh | AID 588819, 2011; in the data active = activation above about 19%, passing the limit was not always enough
M1 PAM parental = nonselective calcium activators in parental CHO-K1 cells, primary screen, counter-screen for M1 PAM project, cell-based, Fluo-8 calcium fluorescence, full deck, 1536-well; activation, % at 3 µM; hit rate 0.02% among 360,000; ATP EC20; 0% at ATP EC20, 100% at ATP max; AID 602247, 2012;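 active = activation above the run cutoff, the mean activation of all test compounds plus 3 SD, cut at about 40% in these data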;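 also: peak over basal fluorescence ratio in a 140 s read after ATP addition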
TAAR1 antagonist = human TAAR1 antagonists, primary screen, Fluo-8 calcium fluorescence, CHO RD-HGA16 cells; antagonist; inhibition, % at 3 µM; hit rate 1.5% among 360,000; AID 624466, 2012;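 active = inhibition above a per-plate cutoff, the mean inhibition of test compounds on that plate plus 3 SD, cut at about 49% in these data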;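 also: 0% = DMSO plus EC80 beta-PEA response and 100% = DMSO alone without agonist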
Target sequence (Q96RJ0 whole entry, looked up): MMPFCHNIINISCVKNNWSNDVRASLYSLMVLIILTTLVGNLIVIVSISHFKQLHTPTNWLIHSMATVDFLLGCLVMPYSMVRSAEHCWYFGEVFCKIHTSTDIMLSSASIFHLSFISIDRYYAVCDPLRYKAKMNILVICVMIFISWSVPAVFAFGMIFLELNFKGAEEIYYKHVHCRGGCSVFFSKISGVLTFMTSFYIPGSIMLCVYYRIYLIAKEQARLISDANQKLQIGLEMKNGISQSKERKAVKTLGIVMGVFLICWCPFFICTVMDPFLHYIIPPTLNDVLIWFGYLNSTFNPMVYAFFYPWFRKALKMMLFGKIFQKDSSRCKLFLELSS
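Test system: CHO RD-HGA16 cells bearing hTAAR1 | Reagent: β-PEA, EC80 | Compound dosing: 3 µM, single point | Schedule: Dye loading 75 min at 37 °C, then 30 min room temperature | Signal: Calcium fluorescence with Fluo-8 | Evaluation: Percent inhibition of PEA-evoked calcium signal, max/basal emission ratio | Control set: DMSO-only wells and EC80 β-PEA-stimulated wells | Repeats: Singlicate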
CHO parental Ca = ATP-evoked calcium signal inhibitors, parental CHO, primary screen, counter-screen for OX1R antagonist project, cell-based, fluorescence, Fluo-8 calcium dye; inhibition, % at 5.6 µM; AID 463079, 2010; hit rate 0.63% among 330,000; parental CHO-K1, ATP-induced calcium, Fluo-8 fluorescence;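 active = inhibition above that plate's mean sample inhibition plus 3 SD, cut at about 26% in these data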;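 also: 0% = ATP-challenged DMSO wells and 100% = DMSO wells without ATP; some compounds past the cut are filed as inactive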
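Material: Parental CHO cells | Reagent: ATP | Compound dosing: Single nominal dose of 5.6 µM per compound | Detection: Intracellular calcium via Fluo-8 no-wash fluorescent dye | Read-out: % inhibition of ATP-induced calcium mobilization | Benchmarks: Low control ATP plus DMSO, high control DMSO only | Replicates: Singlicate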
CHO-K1 Ca antag = nonselective inhibitor or artifact in parental CHO-K1 cells; inhibition, % at 3 µM; ATP-induced calcium, Fluo-8 fluorescence; hit rate 0.6% among 360,000;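 active = inhibition above a per-plate cutoff, the plate's mean sample inhibition plus 3 SD, cut at about 24% in these data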;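 also: 0% = DMSO plus EC80 ATP and 100% = DMSO alone without ATP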
TAAR1 ag = human TAAR1 agonists, primary screen, Fluo-8 calcium fluorescence, CHO RD-HGA16 cells | hit rate 0.99% among 360,000 | activation, % at 3 µM | Trace amine-associated receptor 1 (Homo sapiens), Q96RJ0 | vehicle wells 0%, saturating PEA agonist 100%;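 active = activation above the mean activation of all test compounds in the run plus 3 SD, cut at about 38% in these data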
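Assay system: CHO-derived RD-HGA16 cells with stable Gα16 and human TAAR1; timing: 17-24 h seeding, 75 min 37 °C dye, 30 min RT; read-out: % activation from peak over basal fluorescence ratio, DMSO-to-PEA scaled; measured by: kinetic Fluo-8 calcium fluorescence; benchmarks: low control DMSO, high control PEA (EC100); doses: 3 µM single concentration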
Active calls of the source: *; nt = no result given.

structure,CHO-K1 Ca ag,M1 ag,CHRM1 antagonist,CHRM1 PAM,M1 PAM parental,TAAR1 antagonist,CHO parental Ca,CHO-K1 Ca antag,TAAR1 ag
CCCCCCCN(C(=O)CCl)c1ccccc1C,1.3,-9.1,-4.0,4.6,21.7,-9.8,-10.2,-15.1,1.5
CC(C)NC(=O)Nc1n[nH]c(Nc2ccc(Cl)cc2)n1,-0.5,-4.3,2.5,-4.3,-5.3,-29.6,-9.4,-3.1,-1.0
CCOC(=O)N1CCC(N2CCN(Cc3ccc(F)c(F)c3)C(CCO)C2)CC1 (stereo not given),0.1,-11.8,-3.4,0.7,17.2,-12.0,-15.8,-0.4,0.6
O=C(Cn1cnc2ccccc2c1=O)NCCC(=O)Nc1ccc(F)cc1,0.9,-2.0,-14.9,10.4,0.7,-31.3,-15.2,-9.8,-0.8
O=C(C1CCC(=O)N(C2CC2)C1)N1CCC(Oc2cccc(F)c2)CC1 (stereo not given),0.9,-0.7,-4.8,14.0,4.1,-12.2,-15.1,-10.8,1.3
O=C(CCc1nc2ccccc2c(=O)[nH]1)NC1CCN(Cc2ccccc2)CC1,0.2,-4.4,-2.9,1.4,14.4,-9.3,2.7,-17.1,7.8
COc1cc(NS(=O)(=O)c2ccc(C)cc2C)cc(OC)c1OC,7.6,2.6,19.5,-5.8,-13.3,33.6,50.6*,8.5,8.5
CCCCN(C(=O)C1CC(=O)N(c2ccc3c(c2)OCCO3)C1)c1c(N)n(CCC)c(=O)[nH]c1=O (stereo not given),0.0,-1.9,-5.2,7.0,-8.6,-9.2,5.4,-4.1,2.5
CC(C)c1cc(C(=O)Nc2cc(Br)ccc2O)no1,1.9,-4.8,3.9,-7.1,8.1,11.6,29.7*,-4.3,2.6
COc1cc(Cl)cc(/C=C/c2ccc3ccccc3n2)c1OC(C)=O,1.5,-6.3,-3.4,-3.0,-9.2,33.4,-16.2,10.0,1.1
COc1cc(Cl)cc(C(c2c(C(=O)O)[nH]c3ccccc23)c2c(C(=O)O)[nH]c3ccccc23)c1O,-0.2,-6.2,-22.5,16.4,10.0,-8.0,-1.6,-3.8,1.8
Cc1csc(C)[n+]1CC(=O)c1ccccc1,1.2,-8.2,-8.4,1.9,-1.2,-18.9,-4.1,-8.0,1.6
CCOC(=O)C1(Cc2ccccc2)CCN(Cc2cnn(C(C)C)c2)CC1,0.6,-15.7,-4.2,2.6,25.1,-7.8,-12.3,-13.8,5.3
O=C(Nc1cccc(-c2ccc(N3CCOCC3)nn2)c1)c1ccc([N+](=O)[O-])cc1,4.5,-3.9,0.4,0.2,-4.6,39.3,-7.5,4.1,6.0
Cc1ccc(NC(=O)CNC(=O)COc2ccccc2)nc1,0.4,-3.0,-7.9,3.9,-13.6,-5.8,-15.7,-5.5,0.5
Cn1nc(C(=O)N2CCN(S(=O)(=O)/C=C/c3ccccc3)CC2)c2ccccc2c1=O,1.6,-3.0,2.8,-5.5,-12.1,22.9,-19.0,13.9,5.2
CS(=O)(=O)N(Cc1ccccc1)c1ccc(C(=O)NCCSc2ccccn2)cc1,1.6,-2.3,-8.3,10.1,14.2,23.1,-12.3,-5.0,1.9
CCOc1ccccc1NC(=O)Nc1ccc(Br)cc1C,0.0,-4.3,17.6,-0.5,15.3,-3.1,3.6,-10.4,1.6
CC(C)CNC(=O)c1cccc2c(-c3ccc(F)c(F)c3)coc12,0.1,-6.1,-9.1,3.0,16.2,21.6,nt,-3.5,3.3
Cc1ccc(S(=O)(=O)NCCOc2cc(C)ccc2C)cc1,-0.1,-2.0,-14.5,8.7,-25.2,2.6,-12.5,11.0,4.2
O=C(CSc1nc(-c2ccc(F)cc2)nc2c1Cc1ccccc1O2)Nc1cccc(C(=O)O)c1,-0.5,1.2,6.9,4.9,0.4,26.5,nt,5.6,0.8
CCOc1ccccc1/C=N/NC(=O)CNC(=O)c1cccs1,0.9,-2.1,-1.9,2.2,18.6,9.2,-19.1,-14.5,1.9
Cc1ncc([N+](=O)[O-])n1CC(=O)NCc1ccccc1,1.0,-7.8,-8.0,8.6,30.0,-3.9,6.4,-20.8,8.1
COc1ccc(N2CCN(C3CCCN(Cc4ccc(F)cc4Cl)C3)CC2)cc1 (stereo not given),0.1,-8.1,-1.9,2.5,6.2,-8.0,-11.4,1.8,5.1
COc1ccccc1C(CC(=O)c1ccccc1)CC(=O)c1ccccc1,0.8,-4.5,-2.6,2.5,8.9,38.1,-17.0,-2.4,3.2
CC(=O)Nc1ccc(N=Nc2ccccc2)cc1[N+](=O)[O-],1.5,0.9,-9.7,5.6,10.7,6.0,nt,-1.7,-0.8
C/C(=N\NC(=O)CC1N=C(Cc2ccccc2)NNC1=O)c1ccccc1 (stereo not given),-0.2,-2.5,-18.9,2.5,14.4,0.4,-1.6,-6.8,4.4
CCCn1[nH]cc(SC)c(=O)c1=O,0.1,-2.5,3.8,1.3,-9.2,6.5,8.3,10.7,6.5
N#CC1(c2ccccc2)CCCN1C(=O)c1ccc(Br)cc1 (stereo not given),-0.5,-7.8,-18.2,9.1,19.3,5.3,-9.9,-11.2,4.7
O=C1NC(=O)C(=C2CCOC2=O)N1,0.1,-3.5,8.3,-4.0,-9.6,4.9,nt,8.3,2.3
CCOC(=O)C(C)Sc1nnc(NC(=O)c2ccc(C)c([N+](=O)[O-])c2)s1 (stereo not given),7.9,-3.6,-2.6,1.5,7.5,-25.2,-2.1,-7.3,4.5
CC(=O)c1cccc(NC(=O)CO/N=C2/CCCc3nonc32)c1,1.4,-4.1,2.4,5.5,-5.0,-15.1,0.6,-8.5,1.0
CCOC(=O)N1CCC(N2Cc3cccc(C(=O)Nc4ccc(OC)c(OC)c4)c3C2=O)CC1,2.5,-6.0,-3.8,-9.4,3.3,36.8,-18.5,-3.9,13.8
CCOc1ccc(C2=Nn3c(nnc3-c3ccco3)SC2)cc1,-0.2,-3.9,-11.0,7.3,14.9,-9.6,-18.9,-3.1,5.7
COC(=O)c1ccc(/C=N/NS(=O)(=O)c2cc(C)ccc2C)cc1,0.0,-7.8,0.0,0.8,-0.9,11.9,-14.0,2.7,-0.5
Cc1cccc(S(=O)(=O)NC(=O)C2(C)CCN2C(=O)Cc2ccc(-c3ccccc3)cc2)c1 (stereo not given),0.3,-3.9,-0.4,1.2,16.9,-5.0,nt,-1.8,-0.2
Cc1nc2ccc(C(=O)N(C)Cc3ccco3)cn2c1N(C)CC1CCCCC1,5.0,-3.8,17.6,-24.6,8.9,32.3,nt,-0.8,3.8
CCOC(=O)N1CCN(c2cc(N(C)CCO)c([N+](=O)[O-])c3nonc23)CC1,0.7,-7.5,-5.7,7.8,16.5,-9.4,nt,-2.6,4.2
CC(Nc1ccc2c(c1)OCCO2)C(=O)N1c2ccccc2CC1C (stereo not given),2.5,-0.1,15.9,-2.6,-12.6,5.2,-8.9,4.1,0.2
C=CCn1c(SCC(=O)NCCO)nc2sc(C)c(C)c2c1=O,-0.2,-11.3,0.3,-0.8,1.2,4.7,-4.9,-0.6,-0.8
CCCN(C(=O)c1cn(-c2ccccc2)nc1-c1ccc(OC)cc1)C1CCS(=O)(=O)C1 (stereo not given),0.6,-2.5,-21.2,18.7,8.2,-13.9,-20.4,-5.1,2.0
CC(C)N(Cc1nccn1C)C(=O)c1ccc2oc(CCCc3ccccc3)nc2c1,5.7,-2.7,21.8,-16.6,9.0,-25.8,-15.4,-14.6,5.9
C[C@H]1CN([C@@H](C)CO)C(=O)CCCn2nncc2CO[C@H]1CN(C)S(=O)(=O)c1ccc(Oc2ccccc2)cc1,2.9,-9.9,-11.4,6.5,25.4,-15.4,nt,-15.1,6.2
Cc1c(Cl)cccc1NC(=O)C(=O)NNS(=O)(=O)c1ccc(F)cc1,0.9,0.0,-7.7,6.4,-14.6,nt,-10.7,8.7,nt
CN(CC(O)COCc1ccc2c(c1)OCO2)C1CCCCC1 (stereo not given),0.1,-10.6,-15.6,11.9,13.2,12.2,-7.7,-3.4,1.9
O=C(Nc1ccc(Cl)cc1C(=O)Nc1ccncc1)c1ccco1,2.2,-6.2,6.8,-4.8,20.4,12.9,-18.6,6.7,6.2
CCN(Cc1ccccc1)C(=O)CCS(=O)(=O)c1ccc2c(c1)CCN2C(C)=O,1.4,-2.7,-2.0,3.6,6.8,-8.7,-14.8,-13.6,0.3
C=CCN(CC=C)C(=O)C1CCC(C(=O)N(CC=C)CC=C)CC1 (stereo not given),0.8,-1.1,-26.2,7.7,13.4,-12.4,-10.5,-10.8,10.4
CC1(c2ccc3c(c2)OCO3)NC(=O)N(CC(=O)NCCC2=CCCCC2)C1=O (stereo not given),2.4,0.3,-10.8,5.7,15.3,-9.4,-13.1,-9.6,32.3
NC(=O)c1ccsc1NC(=O)COC(=O)Cc1cccc2ccccc12,9.4,2.0,40.0*,-9.7,6.3,73.3*,58.9*,28.5*,34.5
COc1cccc(C(=O)/C=C/c2ccc(OCC#N)c(OC)c2)c1,2.1,-3.6,6.5,-1.9,19.4,-10.6,-2.8,-2.9,12.7
Cc1ccc(Cn2nc(C)c(C(=O)N3CCN(S(=O)(=O)/C=C/c4ccccc4)CC3)c2C)cc1,8.4,-3.0,15.7,-12.1,-2.3,9.0,-7.0,-6.3,2.2
Cc1cccc(C)c1NC(=S)NCc1ccccc1,-0.1,-4.9,-7.9,5.7,15.0,-18.1,3.6,-15.3,5.8

Two entries drawn at random from those above, as already listed:
structure,CHO-K1 Ca ag,M1 ag,CHRM1 antagonist,CHRM1 PAM,M1 PAM parental,TAAR1 antagonist,CHO parental Ca,CHO-K1 Ca antag,TAAR1 ag
CCN(Cc1ccccc1)C(=O)CCS(=O)(=O)c1ccc2c(c1)CCN2C(C)=O,1.4,-2.7,-2.0,3.6,6.8,-8.7,-14.8,-13.6,0.3
Cc1ccc(Cn2nc(C)c(C(=O)N3CCN(S(=O)(=O)/C=C/c4ccccc4)CC3)c2C)cc1,8.4,-3.0,15.7,-12.1,-2.3,9.0,-7.0,-6.3,2.2

Screening results: PubChem, The Scripps Research Institute Molecular Screening Center

Hits appear at their usual frequency, and some 4.4% of all compounds hit somewhere here.
